# TRPC4 block = inhibitors of mouse TRPC4 channel; Q9QUQ5; HEK293 TRPC4beta/mu-opioid, DAMGO-evoked Fluo4 calcium flux; stronger effect = lower value; B-score at 10 µM; 0.39% of 300,000 active; AID 2247;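 active = B-score over 3 SD under the library average, no early fluorescence shift, positive overall ratio signal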
# Target sequence (Q9QUQ5 whole entry, looked up): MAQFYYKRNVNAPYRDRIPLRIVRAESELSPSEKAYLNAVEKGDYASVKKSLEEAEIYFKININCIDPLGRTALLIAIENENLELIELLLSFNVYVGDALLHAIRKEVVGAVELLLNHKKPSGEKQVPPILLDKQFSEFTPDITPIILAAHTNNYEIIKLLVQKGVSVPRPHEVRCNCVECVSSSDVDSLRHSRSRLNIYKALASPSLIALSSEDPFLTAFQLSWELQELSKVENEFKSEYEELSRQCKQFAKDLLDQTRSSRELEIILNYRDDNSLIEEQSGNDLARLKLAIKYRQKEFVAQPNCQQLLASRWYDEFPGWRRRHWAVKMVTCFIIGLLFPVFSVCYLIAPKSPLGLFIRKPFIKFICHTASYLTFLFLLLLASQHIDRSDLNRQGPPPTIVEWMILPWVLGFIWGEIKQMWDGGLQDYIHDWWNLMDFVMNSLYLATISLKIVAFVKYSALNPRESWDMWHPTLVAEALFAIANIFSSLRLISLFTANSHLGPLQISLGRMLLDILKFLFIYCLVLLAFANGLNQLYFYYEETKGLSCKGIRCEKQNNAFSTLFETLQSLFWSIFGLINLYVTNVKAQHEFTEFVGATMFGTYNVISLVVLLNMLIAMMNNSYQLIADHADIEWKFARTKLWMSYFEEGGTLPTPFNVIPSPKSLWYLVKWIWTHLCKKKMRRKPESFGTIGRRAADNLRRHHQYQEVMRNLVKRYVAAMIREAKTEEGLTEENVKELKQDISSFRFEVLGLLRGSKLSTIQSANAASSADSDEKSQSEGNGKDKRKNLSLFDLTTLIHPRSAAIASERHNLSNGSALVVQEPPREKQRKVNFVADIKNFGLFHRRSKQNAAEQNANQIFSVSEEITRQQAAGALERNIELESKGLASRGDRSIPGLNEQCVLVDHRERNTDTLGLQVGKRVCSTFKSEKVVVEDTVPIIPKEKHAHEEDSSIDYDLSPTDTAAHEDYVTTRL
#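 Assay system: TRPC4beta/mu-opioid receptor HEK293 cell line; compound dosing: single concentration per test compound; detection: Fluo4 Ca2+ flux fluorescence; evaluation: per-well B score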
# TRPC4 agonist = activators of mouse TRPC4 channel | HEK293 TRPC4beta/mu-opioid, Fluo4 calcium fluorescence; stronger effect = higher value | B-score at 10 µM | 0.49% of 310,000 active;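 active = B-score above 5 SD of library B-scores, and initial fluorescence ratio not above library mean plus 5 SD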;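 note: positive B-score marks a calcium rise read as TRPC4 activation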
#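 Material: TRPC4beta and mu-opioid receptor HEK293 stable cells | Incubation: 45 min room-temperature Fluo4 loading, 110 s read | Detection: Kinetic Fluo4 calcium fluorescence | Measure: Integrated baseline-normalised fluorescence ratio, converted to per-well B score | Benchmarks: Low control buffer alone, high control maximal DAMGO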
# KCNQ1 pot = potentiates or activates the human KCNQ1 potassium channel; 0.35% of 310,000 active; AID 2648; B-score at 10 µM; P51787; CHO-K1 KCNQ1, thallium flux FluxOR fluorescence; stronger effect = higher value;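 active = fluorescence ratio B-score, a plate-corrected score, at least three library SD, with initial intensity B-score within 5 SD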
#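 Doses: Single concentration per compound, DMSO matched to controls | Test system: KCNQ1-transfected CHO-K1 cells | Timing: 90 min dye loading and 20 min compound exposure, both at room temperature | Measured by: Kinetic FluxOR thallium fluorescence, 10-s 1-Hz baseline, 110-s post-stimulus read | Medium: Assay buffer with matched DMSO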
# TRPC4 potent = TRPC4 (mouse) allosteric potentiation; HEK293 TRPC4beta/mu-opioid, DAMGO EC20, Fluo-4 Ca2+ flux; stronger effect = higher value; B-score at 10 µM; 0.42% of 310,000 active;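 active = B-score of calcium response area above 5 SD of library B-scores, with initial fluorescence ratio within 5 SD of library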;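 note: B-score of integrated fluorescence ratio over time as area under calcium response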
# KCNK9 block = inhibitors of human KCNK9 two-pore domain potassium channel; AID 488922; 1.2% of 310,000 active; B-score at 10 µM; HEK293 KCNK9, FluxOR thallium flux fluorescence; stronger effect = lower value;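 active = ratio B-score over 3 SD below the library mean, with starting fluorescence within 5 SD of its mean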;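 note: negative B-score means less thallium flux so channel inhibition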
# Dyrk1A ADPGlo = inhibitors of rat Dyrk1A kinase | ADP-Glo luminescence, NFATc1 peptide | inhibition, % at 12.5 µM | 0.43% of 310,000 active | AID 504441; in the data active = inhibition above about 50%;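 note: plate controls were vehicle with enzyme for no effect and no enzyme for full effect; many of its hits are not listed in these tables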
# KCNQ1 inh = human KCNQ1 channel inhibition. 1.3% of 310,000 active. B-score at 10 µM. AID 2642. CHO-K1 KCNQ1, FluxOR thallium flux fluorescence; stronger effect = higher value;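 active = compounds whose thallium flux B-score, printed positive for inhibition, exceeds three library SD while starting fluorescence stays within three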;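 note: channel opened by potassium depolarization with thallium stimulus after 20 min compound exposure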
# Platelet DG rel = modulates dense granule release in human platelets; 0.22% of 300,000 active; human platelet-rich plasma, SFLLRN dense granule ATP release, luminescence; inhibition, %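 (compounds screened at 7.5 µM in platelet-rich plasma)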;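 active = mean replicate score, as percent of positive control, at or above 50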
# KCNK3 inh = human KCNK3 channel inhibition, primary screen; CHO-KCNK3 thallium flux, FluxOR fluorescence; stronger effect = lower value; O14649; 0.84% of 340,000 active; B-score at 10 µM;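 active = B-score under library mean minus 4 SD, starting fluorescence ratio at most library mean plus 5 SD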;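 note: more negative B-score means stronger inhibition of thallium flux through KCNK3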
# hERG rescue = hERG (human) protection from proarrhythmic block. activation (rescue from dofetilide block), less the hit threshold, % at 10 µM. 0.51% of 310,000 active. CHO-hERG, FluxOR thallium flux, dofetilide IC70 present. AID 1511;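 active = activation above the mean of controls blocked by dofetilide plus 5 SD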;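 note: thallium influx through hERG after potassium depolarization seen as dye fluorescence rise; in these data hits start at about 4.7%; inactives centre near -7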
# PolyA inh = yeast polyadenylation inhibition. S. cerevisiae SKY197-pL101 polyadenylation reporter, beta-gal luminescence; efflux-impaired pdr1/pdr3 knockout yeast; score 100 = 6 SD above DMSO. calls only at 12 µM. 0.02% of 300,000 active. AID 1875;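 active = lowest replicate activity score at least 50, where 100 means six control SD above control mean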;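 note: yeast exposed to compound for 9 h at 30 °C; higher score means more reporter readthrough which indicates perturbed polyadenylation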
# The depositor's hits bear a star; i = inactive; . = no result given. A portion of the library (hit frequency here may not be typical).
structure,TRPC4 block,TRPC4 agonist,KCNQ1 pot,TRPC4 potent,KCNK9 block,Dyrk1A ADPGlo,KCNQ1 inh,Platelet DG rel,KCNK3 inh,hERG rescue,PolyA inh
CCOC(=O)/C(C#N)=C/c1cc2ccccc2nc1Cl,i,i,i,i,i,6,i,-1,i,-12,i
O=C(Nc1nnc(Cc2ccccc2)s1)c1cccnc1,i,i,i,i,i,0,i,11,i,6.3*,i
CCCCOc1ccc(-c2nnn(C(C)(C)C(=O)OC)n2)cc1,i,i,i,i,-6.6*,-2,i,2,-11*,-9,i
COC(=O)c1c(NC(=O)CN2CCC3(O)CCCCC3C2c2ccccc2OC)sc(C)c1C (stereo not given),i,i,i,i,i,-1,i,-11,i,-5,i
COc1ccc(COC(=O)NNC(=O)c2ccc(OC)cc2)cc1,i,i,i,i,i,-9,i,1,i,-5,i
CSc1nncc(-c2ccc(F)cc2)n1,i,i,i,i,i,12,i,-1,i,-10,i
Cc1cccc(NC(=O)CSCC(=O)N(CCC(C)C)c2c(N)n(Cc3ccccc3)c(=O)[nH]c2=O)c1,i,i,i,i,i,2,i,4,i,-10,i
O=C(CNC(=O)c1ccncc1)N/N=C/c1cc(Br)ccc1OCc1ccccc1,i,i,i,i,i,2,i,2,i,-9,i
COCc1nnc(NC(=O)c2ccc(S(=O)(=O)N(C)C3CCCCC3)cc2)o1,i,i,i,i,i,0,i,-1,i,-12,i
COc1ccccc1N=C(C)C1=C(O)CC(c2ccccc2)CC1=O (stereo not given),i,i,i,i,i,-4,i,-7,i,-22,i
Cc1[nH]nc2c1C(c1ccccc1F)NC2=O (stereo not given),i,i,i,i,i,1,i,-20,i,-5,i
S=c1nc(COc2ccccc2)[nH]c2ccccc12,i,i,92*,i,i,1,i,-6,i,76*,i
CCCn1c(-c2cc(OC)c(OC)c(OC)c2)nc2nc3ccccc3nc21,i,i,i,i,i,5,i,2,i,-25,i
CCCn1c(C(C)Nc2nc(-c3ccc(Cl)c([N+](=O)[O-])c3)cs2)nc2cc(Cl)c(N3CCCCC3)cc21 (stereo not given),i,i,i,i,i,-5,i,3,i,-5,i
CCC/S(CC1CC1(Cl)Cl)=N\S(=O)(=O)c1ccc(C)cc1 (stereo not given),i,i,i,i,i,3,i,-4,i,-1,i
COC(=O)C1CN(C(=O)COc2cc(C)cc(C)c2)c2ccccc2O1 (stereo not given),i,i,i,i,i,0,i,-2,i,-8,i
Cc1ccc2c(c1)N(CC(=O)NCCCc1ccccc1)C(=O)c1cccnc1O2,i,i,i,i,i,-4,i,-1,i,-25,i
CCCCNC(=O)NS(=O)(=O)c1ccc(NC(=O)C(NC(N)=O)C(C)CC)cc1 (stereo not given),i,i,i,i,i,0,i,-6,i,-14,i
C=CCNC(=O)C1CC(=O)N(c2ccc(C)cc2)C1 (stereo not given),i,i,i,i,i,0,i,24,i,-11,i
Cc1ccccc1C(=O)NNC1CC(=O)N(c2ccc3c(c2)OCCO3)C1=O (stereo not given),i,i,i,i,i,2,i,-1,i,-10,i
CC(C)(C)c1ccc(C(=O)Nc2cccc(C(=O)N3CCOCC3)c2)cc1,i,i,i,i,i,2,i,6,i,-9,i
Nc1ccc2oc3ccccc3c2c1,i,i,i,i,i,0,i,-18,i,-15,i
Nc1c(-c2ccccn2)cnn1-c1nc(-c2ccc(F)cc2)cs1,i,i,i,i,i,16,i,5,i,-4,i
COc1ccc(OC)c(S(=O)(=O)N2CCC(C(=O)N3CCc4ccccc4C3)CC2)c1,i,i,i,i,i,0,i,-3,i,-30,i
COc1ccccc1N1CCN(c2ccc3cc(S(=O)(=O)N4CCCCC4)ccc3n2)CC1,i,i,i,i,i,-2,i,-2,i,-11,i
O=C(O)CCCn1cc(NC(=O)c2ccc(Br)o2)cn1,i,i,i,i,i,6,i,-2,i,-5,i
CCOC(=O)C1=C(COC(=O)CNC(=O)c2ccc(C(C)(C)C)cc2)NC(=O)NC1C (stereo not given),i,i,i,i,i,12,i,-13,i,-11,i
Nc1cc(=O)nc(SCC(=O)Nc2ccccc2)n1-c1ccccc1,i,i,i,i,i,-8,i,12,i,-8,i
O=C(CN1CCN(c2cccc(C(F)(F)F)c2)CC1)NCc1ccccc1,i,i,i,i,i,8,i,2,i,-10,i
CCc1ccc(N(C(C)=O)c2nc(CCl)cs2)cc1,i,i,i,i,i,-3,i,4,i,-24,i
CN1CCN(S(=O)(=O)c2ccc(Cl)c3ccccc23)CC1,i,i,i,i,i,9,i,-9,i,-6,i
COc1ccc(CCNc2cc(N3CCN(C(=O)c4ccccc4F)CC3)ccc2[N+](=O)[O-])cc1OC,i,i,i,i,i,-2,i,18,i,-13,i
CCOc1ccccc1C1N(c2ccc(F)cc2)C(=O)C2CCCN21 (stereo not given),i,i,i,i,i,1,i,-1,i,-12,i
CC(NS(=O)(=O)c1ccccc1)C1CC2CCC1C2 (stereo not given),i,i,i,i,i,-3,i,-1,i,-5,i
COc1ccc(C2=NS(=O)(=O)N(C)C(C(=O)Nc3cc(OC)c(OC)c(OC)c3)=C2)cc1,i,i,i,i,i,-6,i,14,i,-6,i
CCOC(=O)CCc1c(C)c(C#N)c2[nH]c3ccccc3n2c1=O,i,i,i,i,i,2,i,0,i,-5,i
COC(=O)c1ccc(C(=S)NCC2(N(C)C)CCCCC2)cc1,i,101*,i,i,i,4,i,1,i,-5,i
COc1cccc(NC(=O)c2cnn(-c3ccccc3)c2C)c1,i,i,i,i,i,16,i,20,i,-15,i
CC(C)OP(=O)(OC(C)C)C(O)c1ccc2c(c1)OCO2 (stereo not given),i,i,i,i,i,.,i,1,i,-8,i
COc1ccc(NC(=O)c2nc(C)c(C3(C)CC(c4ccccc4)=NO3)s2)cc1 (stereo not given),i,i,i,i,i,3,i,2,i,-5,i

# Part of the list above, reduced to TRPC4 potent, KCNQ1 pot and PolyA inh.
SMILES | TRPC4 potent | KCNQ1 pot | PolyA inh
CCOC(=O)C1=C(COC(=O)CNC(=O)c2ccc(C(C)(C)C)cc2)NC(=O)NC1C (stereo not given) | i | i | i
Nc1cc(=O)nc(SCC(=O)Nc2ccccc2)n1-c1ccccc1 | i | i | i
O=C(CN1CCN(c2cccc(C(F)(F)F)c2)CC1)NCc1ccccc1 | i | i | i
CCc1ccc(N(C(C)=O)c2nc(CCl)cs2)cc1 | i | i | i
CN1CCN(S(=O)(=O)c2ccc(Cl)c3ccccc23)CC1 | i | i | i
COc1ccc(CCNc2cc(N3CCN(C(=O)c4ccccc4F)CC3)ccc2[N+](=O)[O-])cc1OC | i | i | i

# Three structures out of the list, sorted by formula weight, lowest first.
structure,TRPC4 block,TRPC4 agonist,KCNQ1 pot,TRPC4 potent,KCNK9 block,Dyrk1A ADPGlo,KCNQ1 inh,Platelet DG rel,KCNK3 inh,hERG rescue,PolyA inh
CCOC(=O)CCc1c(C)c(C#N)c2[nH]c3ccccc3n2c1=O,i,i,i,i,i,2,i,0,i,-5,i
O=C(O)CCCn1cc(NC(=O)c2ccc(Br)o2)cn1,i,i,i,i,i,6,i,-2,i,-5,i
COc1ccccc1N1CCN(c2ccc3cc(S(=O)(=O)N4CCCCC4)ccc3n2)CC1,i,i,i,i,i,-2,i,-2,i,-11,i

# More structures follow:
structure,TRPC4 block,TRPC4 agonist,KCNQ1 pot,TRPC4 potent,KCNK9 block,Dyrk1A ADPGlo,KCNQ1 inh,Platelet DG rel,KCNK3 inh,hERG rescue,PolyA inh
O=C(Nc1ccccc1)N(O)c1ccc(Cl)cc1,i,i,i,i,i,5,6*,3,i,-9,i
CSc1ccccc1NC(=O)Nc1ccccc1Cl,i,i,i,i,i,-4,i,4,i,-12,i
Clc1ccc(Nc2nc(C3CC3)cs2)cc1,i,i,i,i,i,1,i,1,i,-4,i
O=C1OCc2cc(NC(=O)C3CCCO3)ccc21 (stereo not given),i,i,i,i,i,-3,i,4,i,-10,i
CCOC(=O)Cn1c(-c2ccc(OC)cc2)c(-c2ccc(OC)cc2)nnc1=O,i,i,i,i,i,.,i,2,i,-11,i
O=C(NCCc1ccc2c(c1)OCCO2)c1ccccc1F,i,i,i,i,i,16,i,-3,i,-7,i
COc1ccccc1NC(=O)C1CCCN(C(=O)NCc2ccccc2)C1 (stereo not given),i,i,i,i,i,-2,i,2,i,-2,i
Fc1ccc(NC(=S)Nc2nccs2)cc1,i,i,i,i,i,1,i,0,i,10*,i
O=C(O)CCc1nc2cc(Cl)ccc2n(Cc2ccccc2)c1=O,i,i,i,i,i,-3,i,-4,i,-12,i
CCC1C(=O)Nc2ccccc2N1C(=O)c1ccc(Cl)nc1 (stereo not given),i,i,i,i,i,-1,i,5,i,-10,i
COC(=O)CNc1nc(Cl)nc(NC2CCCCC2)n1,i,i,i,i,i,19,i,2,i,-2,i
CCOC(=O)c1cccc(NC(=O)CNC(=O)C2CCCCC2)c1,i,i,i,i,i,8,i,13,i,-4,i
CCCN1Cc2cccc(C(=O)NCCc3cccc(C)c3)c2C1=O,i,i,i,i,i,1,i,-2,-9.7*,-10,i
CC1(C)CC(=O)C(C=NCc2ccccn2)=C(O)C1,i,i,i,i,i,-2,i,1,i,-8,i
CC(C)(C)OC(=O)N1Cc2ccccc2C[C@H]1C(=O)NCC(=O)NCC1CCCO1 (stereo not given in full),i,i,i,i,i,-5,i,-3,i,-5,i
CC1CC(=O)N(CC(=O)Nc2ccc3c(c2)OCO3)c2ccccc2S1 (stereo not given),i,i,i,i,i,-2,i,-6,i,-14,i
COC/C=C/C1=CC2=CC(=O)C(C)(OC(=O)c3cnc4ccccc4n3)C(=O)C2=CN1c1cccc(C#N)c1 (stereo not given),i,i,i,i,i,.,i,-5,.,-8,i
O=C(Nc1c(C(=O)N2CCCCC2)cnn1-c1ccccc1)c1ccccc1,i,i,i,i,i,4,i,-7,i,-8,i
COc1cccc(/C=C/c2[nH]c(=O)[nH]c(=O)c2[N+](=O)[O-])c1O,i,i,i,i,i,-7,i,-1,i,-2,i
CCOc1ccccc1N(C(=O)c1snc(C(N)=O)c1N)C(C(=O)NCC1CCCO1)c1ccc2ncccc2c1 (stereo not given),i,i,i,i,i,0,i,10,i,-12,i
CN(CC(=O)Nc1ccc(Cl)cc1)C(=O)CCC1CCCC1,i,i,i,i,i,.,i,-7,i,-2,i
O=[N+]([O-])c1ccc(O)c(CSc2nnnn2-c2ccccc2)c1,i,i,i,i,i,19,i,-8,i,-13,i
